procasp7 counter = procaspase-7 activators, primary screen, counter-screen for procaspase-3 activator project, biochemical, absorbance, HTS, human; recombinant procaspase-7, Ac-DEVD-pNA absorbance 405 nm; D23A/D198A/D206A triple mutant, cannot self-cleave; scale: DMSO 0, 5 µM enzyme 100; actives 0.093% (n = 330,000); activation, % at 8.5 µM;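 active = percent activation above the screen-wide mean plus 3 SD, cut at about 25% in these data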
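Assay system: Uncleavable procaspase-7 mutant enzyme; Input: 2 µM procaspase-7 mutant as dispensed; Also added: DEVD-pNA substrate; Medium: Zinc-free HEPES pH 7.4 with 300 mM NaCl, 0.01% Triton X-100; Timing: 1 h compound preincubation, 2 h substrate cleavage, 25 °C; Measured by: Epi-absorbance of released pNA at 405 nm, two timepoints.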
LAP4 TOR yeast = modulators of LAP4-GFP expression in yeast, primary screen, S. cerevisiae, multiplex flow cytometry, MLPCN library; 3 h; median GFP as percent of DMSO wells; GFP response vs DMSO, % at 10 µM; actives 0.34% (n = 320,000);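 active = GFP response vs DMSO above a set limit, about the screen mean plus 3 SD, cut at about 150% in these data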
EBNA-1 inhibitor = EBNA-1 DNA-binding inhibitors, primary screen, biochemical, fluorescence polarization; inhibition, % at 14.8 µM; actives 0.34% (n = 300,000); in the data active = inhibition above about 28%
MEP2-GFP yeast = modulators of MEP2-GFP levels in yeast, primary screen, S. cerevisiae, multiplex flow cytometry, MLPCN library. S. cerevisiae MEP2-GFP strain, 3 h; 100% = DMSO control level. GFP response vs DMSO, % at 10 µM. actives 0.51% (n = 330,000);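 active = GFP response versus DMSO above a set limit, roughly screen mean plus 3 SD, cut at about 180% in these data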;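 note: median GFP fluorescence of the barcode-gated MEP2-GFP cells per well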
RPL19A-GFP yeast = RPL19A-GFP expression modulators in yeast, primary screen, cell-based, S. cerevisiae, multiplex flow cytometry, MLPCN; S. cerevisiae RPL19A-GFP strain, 3 h; stronger effect = lower value; percent response vs DMSO, % at 10 µM; actives 0.3% (n = 330,000);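 active = percent response vs DMSO below 50%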;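 note: median channel GFP fluorescence of the barcoded RPL19A-GFP strain; ratio of sample median GFP to plate DMSO average so 100% = DMSO; lower means less RPL19A-GFP as with rapamycin TOR inhibition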
ZTA counter = ZTA (EBV) inhibition in EBNA-1 counter-screen; actives 0.15% (n = 320,000); ZTA-DNA binding, fluorescence polarization; inhibition, % at 11 µM; P03206; in the data active = inhibition above about 33%
AHR activator = AHR activators, primary screen, cell-based, luminescence, luciferase reporter, human; Aryl hydrocarbon receptor (Homo sapiens), P35869; AHR-responsive luciferase reporter cells; activation, % at 5 µM; actives 2.5% (n = 320,000); in the data active = activation above about 47%;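 note: 0% = vehicle wells and 100% = reference agonist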
proCasp3 act = activators of human procaspase-3 D3A mutant, primary screen, biochemical, absorbance, PC-3 D3A mutant, single concentration; Caspase-3 (Homo sapiens), P42574; recombinant procaspase-3 D3A, Ac-DEVD-pNA absorbance 405 nm; activation, % at 8.5 µM; actives 0.11% (n = 330,000); AID 463141, 2010;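 active = activation above the mean of all tested compounds plus 3 SD, cut at about 21% in these data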;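 note: 0% = DMSO alone and 100% = DMSO wells spiked with extra 5 µM PC-3 D3A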
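Assay system: Autoprocessing-dead procaspase-3 D3A mutant enzyme; also added: Ac-DEVD-pNA; doses: one concentration, 8.5 µM nominal, 0.8% DMSO; times: 1 h compound preincubation, 2 h substrate hydrolysis at 25 °C; technique: 405 nm absorbance of p-nitroaniline, reads at 0 and 120 min; measure: % activation between DMSO and enzyme-spiked controls; repeats: single replicate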
An asterisk follows results filed as active; / = no result given.

1. COc1ccc(Cl)cc1S(=O)(=O)N1CCCC(C(=O)N2CCCC2)C1 (stereo not given)
2. CC(=O)NC1=NN(C(C)=O)C(C)(c2ccc(C)o2)S1 (stereo not given)
3. COc1ccc(NC(=O)CSc2ccccc2)c([N+](=O)[O-])c1
4. CCCOc1ccccc1C1CC(=O)NC2=C1C(=O)CCC2 (stereo not given)
5. CC(C)Cn1c(N)c(C(=O)NCC2CCCO2)c2nc3ccccc3nc21 (stereo not given)
6. O=C(c1ccco1)N1CCC(c2ccccc2)C1 (stereo not given)
7. COCCN(C(=O)CSc1cc(C)c2ccccc2n1)c1c(N)n(CC(C)C)c(=O)[nH]c1=O
8. CNC(=S)NNc1nncc2ccccc12

entry no.	1	2	3	4	5	6	7	8
procasp7 counter	1	-13	-5	6	-8	-8	-6	-15
LAP4 TOR yeast	83	107	103	107	95	100	104	98
EBNA-1 inhibitor	2	-6	-4	2	5	8	/	4
MEP2-GFP yeast	103	103	91	108	102	95	101	98
RPL19A-GFP yeast	108	103	90	108	92	93	102	101
ZTA counter	12	-26	-19	6	4	1	2	-10
AHR activator	2	1	2	1	33	-1	6	15
proCasp3 act	6	-4	1	1	6	-6	-9	-9

9. COc1ccc(CCNC(=O)C2CCCCC2C(=O)O)cc1OC (stereo not given)
10. CCCc1cc(Nc2cccc(OC)c2)n2ncnc2n1
11. Cc1cc(Oc2ccccc2)nc(N2CCOCC2)n1
12. COc1ccccc1OC1=NS(=O)(=O)c2ccccc21
13. CCOC(=O)N1CCC(NC(=O)c2ccc3c(c2)N(Cc2ccccc2)CCS3)CC1
14. CCNC(=S)N/N=C/c1ccc(F)cc1
15. CC(C)c1nnc(NC(=O)CCC(=O)NC2CC2)s1
16. CN(CC(=O)Nc1cccc(F)c1)C(=O)C1CC(=O)N(CCc2ccccc2)C1 (stereo not given)

entry no.	9	10	11	12	13	14	15	16
procasp7 counter	14	-4	15	5	4	-4	8	14
LAP4 TOR yeast	100	104	88	114	120	116	116	105
EBNA-1 inhibitor	8	1	2	-8	4	-19	7	-1
MEP2-GFP yeast	106	98	100	95	107	61	111	99
RPL19A-GFP yeast	96	89	103	88	88	96	107	99
ZTA counter	0	6	4	-3	6	5	27	0
AHR activator	-1	7	9	5	1	0	4	17
proCasp3 act	4	-1	7	-8	6	-2	-1	-4

17. Cc1nc2c(=O)n(C)c(=O)n(C)c2nc1Cl
18. Nc1ccc(-c2nnnn2-c2ccc(N)cc2)cc1
19. CN(C)c1ccc(S(=O)(=O)NCC(=O)OCC(=O)NC(=O)C2CCCCC2)cc1[N+](=O)[O-]
20. COC(=O)c1ccc(-n2c(C)cc(C(=O)COC(=O)CNS(=O)(=O)c3ccc(C)cc3)c2C)cc1
21. Nn1c(SCC(=O)Nc2ccccc2C(F)(F)F)nncc1=O
22. CC(=O)N1CC(=O)N(OCc2ccccc2)C1c1ccc(Cl)cc1Cl (stereo not given)
23. CCC1(C)N=C(N)Nc2nc3cc(C)c(C)cc3n21 (stereo not given)
24. Fc1cc(Br)cc(F)c1NC(=S)N1CCOCC1

entry no.	17	18	19	20	21	22	23	24
procasp7 counter	-7	9	2	-3	6	9	-2	-1
LAP4 TOR yeast	119	98	92	94	112	98	96	97
EBNA-1 inhibitor	-6	10	/	-4	2	-10	-20	-2
MEP2-GFP yeast	109	112	96	103	100	100	104	103
RPL19A-GFP yeast	101	105	90	103	98	97	102	109
ZTA counter	9	8	6	-9	8	0	-7	-5
AHR activator	7	1	-2	-2	2	0	16	7
proCasp3 act	-9	4	-3	5	2	8	-9	2

25. CCc1ccc(NC(=O)c2ccc(C3SCC(=O)N3CCc3ccccc3)cc2)cc1 (stereo not given)
26. Cc1cc(C)c2cc(CN(CCCO)S(=O)(=O)c3ccccc3F)c(=O)[nH]c2c1
27. O=C(Nc1cccc(F)c1)C1CCN(c2nnnn2-c2ccccc2)CC1
28. O=C(CCN1CCOCC1)N/N=C/c1cc(Br)cc(Br)c1O
29. OCCn1ccc(-c2ccccc2OCc2ccc(F)cc2)n1
30. CS(=O)(=O)N1CCN(c2ccc(NC(=O)c3cc4ccccc4o3)cc2)CC1
31. COc1ccc(Cl)cc1C(=O)NC(=S)Nc1cc(-c2nc3ccccc3[nH]2)ccc1C
32. O=C(NCc1ccccc1)/C(=C\c1ccc(O)cc1)NC(=O)c1ccco1

entry no.	25	26	27	28	29	30	31	32
procasp7 counter	-2	6	-4	-3	0	14	-8	2
LAP4 TOR yeast	91	99	81	100	95	94	112	78
EBNA-1 inhibitor	-4	-9	-11	-7	3	14	-4	2
MEP2-GFP yeast	95	90	92	95	105	107	103	95
RPL19A-GFP yeast	93	99	91	102	102	106	100	99
ZTA counter	-5	-8	-15	6	8	3	0	-24
AHR activator	10	4	0	19	4	-1	46	-1
proCasp3 act	2	-1	-5	-3	-1	5	-6	3

Given tab-delimited: ten of the compounds above.
entry	canonical_smiles	procasp7 counter	LAP4 TOR yeast	EBNA-1 inhibitor	MEP2-GFP yeast	RPL19A-GFP yeast	ZTA counter	AHR activator	proCasp3 act
22	CC(=O)N1CC(=O)N(OCc2ccccc2)C1c1ccc(Cl)cc1Cl (stereo not given)	9	98	-10	100	97	0	0	8
23	CCC1(C)N=C(N)Nc2nc3cc(C)c(C)cc3n21 (stereo not given)	-2	96	-20	104	102	-7	16	-9
24	Fc1cc(Br)cc(F)c1NC(=S)N1CCOCC1	-1	97	-2	103	109	-5	7	2
25	CCc1ccc(NC(=O)c2ccc(C3SCC(=O)N3CCc3ccccc3)cc2)cc1 (stereo not given)	-2	91	-4	95	93	-5	10	2
26	Cc1cc(C)c2cc(CN(CCCO)S(=O)(=O)c3ccccc3F)c(=O)[nH]c2c1	6	99	-9	90	99	-8	4	-1
27	O=C(Nc1cccc(F)c1)C1CCN(c2nnnn2-c2ccccc2)CC1	-4	81	-11	92	91	-15	0	-5
28	O=C(CCN1CCOCC1)N/N=C/c1cc(Br)cc(Br)c1O	-3	100	-7	95	102	6	19	-3
29	OCCn1ccc(-c2ccccc2OCc2ccc(F)cc2)n1	0	95	3	105	102	8	4	-1
30	CS(=O)(=O)N1CCN(c2ccc(NC(=O)c3cc4ccccc4o3)cc2)CC1	14	94	14	107	106	3	-1	5
31	COc1ccc(Cl)cc1C(=O)NC(=S)Nc1cc(-c2nc3ccccc3[nH]2)ccc1C	-8	112	-4	103	100	0	46	-6

Next part:
33. COc1ccc(C(=O)N=c2sccn2C)cc1
34. Cc1cc(C)n(CCNC(=O)C2CCC(=O)N(Cc3ccc(Cl)cc3)C2)n1 (stereo not given)
35. N#CCCN(C(=O)COC(=O)Cc1ccc(Br)cc1)c1ccccc1
36. O=C1CC(N2C(=O)/C(=C/C=C/c3ccccc3)SC2=S)C(=O)N1c1ccccc1 (stereo not given)
37. COc1ccc(O)c(-c2cn[nH]c2-c2cccs2)c1
38. Cn1ccnc1C1CCCCN1Cc1nc(Cc2ccccc2F)no1 (stereo not given)
39. CCc1ccc(-c2nc(CN3CCC(C(=O)NCc4ccc(F)cc4)CC3)c(C)o2)cc1
40. CC(=O)Nc1ccc(S(=O)(=O)NCCC(=O)NCC2COc3ccccc3O2)cc1 (stereo not given)

entry no.	33	34	35	36	37	38	39	40
procasp7 counter	2	2	2	-12	-4	4	10	2
LAP4 TOR yeast	111	93	93	101	98	106	98	91
EBNA-1 inhibitor	0	-5	3	-11	-3	9	3	12
MEP2-GFP yeast	93	99	100	103	103	127	102	89
RPL19A-GFP yeast	95	98	97	110	100	99	101	99
ZTA counter	-14	-7	8	-7	8	-22	1	6
AHR activator	40	2	-1	2	-3	1	2	1
proCasp3 act	-8	1	1	-57	8	10	-2	-15

41. C=CCN1C(=O)[C@]2(c3ccccc31)C1CCCC=C1C(C#N)=C(N)C2(C#N)C#N (stereo not given in full)
42. COCCn1c(SCC(=O)Nc2cc(C)nn2-c2ccccc2)nnc1-c1ccncc1
43. COC(=O)C(O)(CC(=O)Nc1cc(Cl)ccc1Cl)C(F)(F)F (stereo not given)
44. CC1=C(C(=O)OCc2ccccc2)C(c2cccs2)NC(=O)N1CCCC(=O)O (stereo not given)
45. Cc1ccc(N2CC(C(=O)N3CCC(C(=O)Nc4ccc(Br)cc4)CC3)CC2=O)cc1 (stereo not given)
46. O=C(c1ccco1)N1CCN(S(=O)(=O)c2ccc(Br)s2)CC1
47. O=C(O)c1ccccc1OCCN1CCCC1=O
48. CCOC(=O)c1c(CN2CCN(C)CC2)oc2ccc(O)cc12

entry no.	41	42	43	44	45	46	47	48
procasp7 counter	0	0	6	2	-2	3	2	7
LAP4 TOR yeast	92	96	104	101	104	109	97	106
EBNA-1 inhibitor	11	-10	-9	10	-5	11	3	-1
MEP2-GFP yeast	106	98	107	105	110	100	102	96
RPL19A-GFP yeast	100	105	102	101	101	101	106	99
ZTA counter	-2	-6	-4	-11	-8	-5	6	-3
AHR activator	25	-2	0	0	0	1	-3	-2
proCasp3 act	4	2	-3	-2	2	5	1	-8

49. COc1cccc(OC)c1C(=O)Nc1ccc2nc(C)c(C)nc2c1
50. CC(C)CN(C(=O)CSc1ncnc2sccc12)C1CCS(=O)(=O)C1 (stereo not given)
51. COc1ccc(Br)cc1CN(C)CC(=O)Nc1cccc(S(=O)(=O)N2CCCC2)c1
52. O=C(O)C(Cc1ccccc1)N=C(NS(=O)(=O)c1ccccc1)c1ccccc1 (stereo not given)

entry no.	49	50	51	52
procasp7 counter	-1	1	12	7
LAP4 TOR yeast	95	95	97	94
EBNA-1 inhibitor	1	/	/	/
MEP2-GFP yeast	95	95	101	92
RPL19A-GFP yeast	100	96	99	93
ZTA counter	6	-9	/	/
AHR activator	0	5	2	-1
proCasp3 act	7	0	4	0
